# Source: PubChem BioAssay
# BLM helicase inh – inhibitors of human Bloom syndrome helicase BLM; P54132; recombinant BLM DNA unwinding, fluorescence dequenching; Potency, µM (top dose mostly 56.1 µM), without a hit: top-dose activity change, negative = inhibition, hits mostly inhibitors; 0.2% of 350,000 active; AID 2528;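 further: potency means the concentration at half of the fitted maximal effect; plate controls were vehicle for no effect and no enzyme for full effect; nearly all actives have a fitted effect of over 35% in size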
# Pol beta inh – DNA polymerase beta (human) inhibition; Pol beta primer extension/strand displacement, fluorescence kinetic; Potency, µM (titrated, usually from 114 µM), for the others: top-dose activity change, negative = inhibition, usual class: inhibitors; 1.3% of 340,000 active; AID 485314; further: potency means the concentration at half of the fitted maximal effect; on the % scale 0 is the no-effect control and ±100 the full control effect
#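 Kinetic readout of DNA synthesis with strand displacement by Pol beta. Compound and 10 nM enzyme sit 15 min at room temperature; 50 nM substrate starts the reaction, read immediately and at 10 min.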
# APE1 inh – APE1 (human) endonuclease inhibition | recombinant APE1, TAMRA/BHQ-2 abasic DNA cleavage fluorescence | Potency, µM (series often up to 65.8 µM), for inactives: top-dose activity change, negative = inhibition, usual class: inhibitors | 0.35% of 350,000 active | AID 2517;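 further: potency means the concentration at half of the fitted maximal effect; plate controls were vehicle for no effect and reference inhibitor for full effect; nearly all actives have a fitted effect of over 55% in size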
#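 0.75 nM APE1 + cpd, 15 min RT; start w/ 50 nM TAMRA/BHQ-2 THF-abasic dsDNA; kinetic fluor 525/598 nm ×3 reads @60 s; Δ(read3−read1); normalized to DMSO and NSC13755 control wells.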
# Pol kappa inh – blocks human DNA polymerase kappa activity; Q9UBT6; purified Pol kappa, fluorescent DNA synthesis assay, 10 min; Potency, µM (highest dose often 107 µM), for inactives: at the top dose activity, negative = inhibition, actives largely listed as inhibitors; 0.53% of 400,000 active; AID 588579; further: potency means the concentration at half of the fitted maximal effect; on the % scale 0 is the no-effect control and ±100 the full control effect
#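 Kinetic fluorescence readout at 0 and 10 min followed reaction start with substrate at 50 nM final. Beforehand, enzyme (10 nM Pol kappa) stood 15 min with compound at room temperature; buffer-only wells were negative controls.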
# POLI inh – blocks human DNA polymerase iota activity; Q9UNA4; Pol iota fluorescent replication assay, 10 min; Potency, µM (top dose mostly 115 µM), inactives show at the top dose activity, negative = inhibition, most hits filed as inhibitors; 1% of 390,000 active; AID 588590; further: potency means the concentration at half of the fitted maximal effect
#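 Pol iota at 10 nM preincubated 15 min with compounds at room temperature; reaction started with fluorescent substrate, 50 nM final. Fluorescence read kinetically at 0 and 10 min; buffer-only wells as negative control.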
# Pol eta inh – DNA polymerase eta (human) inhibition | Q9Y253 | recombinant Pol eta, fluorescent DNA replication assay | Potency, µM (doses to about 114 µM), for inactives: at the highest dose activity change, negative = inhibition, hits mostly inhibitors | 1.2% of 390,000 active | AID 588591; further: potency means the concentration at half of the fitted maximal effect; on the % scale 0 is the no-effect control and ±100 the full control effect
#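 Pol eta (10 nM) was preincubated with compounds for 15 min at room temperature, after which fluorescent replication substrate (50 nM final) was added to start the reaction. Fluorescence was read kinetically at 0 and 10 min.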
# LDHA block – LDHA (human) enzyme inhibition | purified LDHA, NADH/diaphorase-resazurin fluorescence; stronger effect = lower value | activity change, % (values are at about 110 or 230 µM) | 0.15% of 480,000 active | AID 1347041; in the data active means activity change below about -30%; inconclusive means mostly about -25% to -30%;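 further: plate controls were DMSO wells for no effect and wells without enzyme for full effect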
#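 LDH5 2 nM; NADH 0.06 mM, pyruvate 0.2 mM; 200 mM Tris pH 7.4, EDTA, Tween-20; 5 min RT. Detection: diaphorase 0.133 mg/mL + resazurin 37 µM, fluorescence ex540/em590 at 0 and 20 min; normalized to enzyme-free and DMSO wells.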
# GRP78 ERSR act – ER stress response induction in glioma; Potency, µM, without a hit: at the top dose activation, hits mostly activators; U87-MG GRP78 promoter luciferase reporter, 16 h; 0.02% of 420,000 active; further: potency means the concentration at half of the fitted maximal effect; series mostly up to about 76 µM; % of control where 0% means no effect; nearly all actives have a fitted effect of over 35% in size
#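 ERSR induction read as luciferase luminescence (Bright-Glo, 10 min at room temperature) in stably transfected human U87-MG glioma cells exposed to compounds for 16 h, using GRP78 as sensor.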
# Apoferritin bind – candidate novel general anesthetic via apoferritin binding | P02791 | apoferritin/1-aminoanthracene competitive binding, fluorescence | Potency, µM (series often up to 77.5 µM), without a hit: top-dose activity change, negative = displacement, hits mostly inhibitors | 0.074% of 350,000 active | AID 485281; further: potency means the concentration at half of the fitted maximal effect; on the % scale 0 is the no-effect control and ±100 the full control effect; nearly all actives have a fitted effect of over 20% in size
#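 In PBS, apoferritin at 10 uM is loaded with 1-AMA from a 50% saturated solution. After 10 min of compound exposure at ambient temperature, reduced 535 nm fluorescence indicates probe displacement.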
# * hit, by the source's call; ? = inconclusive; nt = no result given; & = joins results of further samples; [ ] = another dose, or the depositor's remark. Unless noted, the call rests on the fitted dose curve; in most records, active means well fitted curve in the direction sought with a large enough effect; inconclusive means small, poorly fitted or top-dose-only effect, or another doubt; inactive means no such curve, though single readings can be large; an effect the other way counts as inactive or inconclusive. Some of the compounds tested; the hit share may differ from the screen's.
SMILES,BLM helicase inh,Pol beta inh,APE1 inh,Pol kappa inh,POLI inh,Pol eta inh,LDHA block,GRP78 ERSR act,Apoferritin bind
Cc1nc(C)c(C)nc1C,1%,-1%,-6%,nt,nt,nt,nt,nt,2%
CSCCC(NC(=O)c1ccccc1Br)C(=O)NC(C)CCc1ccccc1 (configuration not stated),-1%,-2%,13%,-11%,4%,-11%,-6,-4%,-8%
CN(C)c1ncc(S(=O)(=O)c2ccccc2)c(N)n1,-5%,11%,3%,-19%,8%,2%,-4,-1%,2%
COc1ccc(NS(=O)(=O)c2ccc(NC(=O)c3ccccc3Br)cc2)nn1,-1%,11%,5%,2%,1%,0%,-4,0%,-5%
O=C(CC1S/C(=N/N=C2CCCCCC2)NC1=O)Nc1ccccc1C(F)(F)F (configuration not stated),-6%,0%,64%[activator],9%,119%[activator],-22%,-5,1%,-2%
CCCc1nn(C)c(C(=O)Nc2ccc(CC)cc2)c1Cl,-1%,-1%,-2%,-21%,15%,-21%,-4,2%,4%
CCN1C=C(C(=O)c2ccccc2)C(=O)CC1,nt,nt,nt,9%,-14%,-7%,0,-3%,nt
Cc1cc(C)n(-c2cc(Cl)cc(Cl)c2)c(=O)c1C#N,5%,3%,0%,-3%,23%,-3%,-5,-2%,2%
S=c1[nH]nc(COc2ccccc2)n1/N=C/c1ccccc1Br,-4%,25%,9%,-7%,98%[activator],-2%,0,-1%,-14%
Cc1nc(-c2ccc(C(=O)Nc3ccc(F)cc3)cc2)cs1,-16%,-24%,-1%,-1%,36%[activator],-19%,-15,-7%,-4%
CCCCN(CC)CCNC(=S)Nc1ccc2nc(N3CCN(C)CC3)cc(C)c2c1,51%[activator],1%,73%[activator],-11%,-1%,-7%,-5,-2%,-3%
c1cncc(CNc2cc(-c3ccoc3)ncn2)c1,-11%,nt,19%,?,nt,nt,nt,-1%,nt
NC(=Nc1ccccc1)NC(=O)c1nc(Cl)c(N)nc1N,nt,17%[57.1 µM],-4%&-5%&-5%,-11%[60.1 µM],8%[58.9 µM],-1%[57.1 µM],-5,-13%&-3%&-4%&-4%,-9%&11%
CCc1cc(=O)oc2c(CNCc3ccccc3F)c(O)c(Cl)cc12,-1%,0%,44%,-7%,0%,-4%,-3,-3%,283%[activator]
Cc1ccc(CNc2ncc(-c3ccccc3)n2C)o1,2%,46%,18%,-7%,4%,-25%,-6,1%,-7%
Cc1ccc(SCCN2CCN(C)CCC2=O)cc1,-1%&-2%,0%,1%&2%,10%&3%,40%&2%[activator],6%,0,-1%&0%,-2%&2%
CC(=O)c1c(C)[nH]c(C(=O)CN2C(=O)NC(C)(c3ccc4c(c3)OCO4)C2=O)c1C (configuration not stated),-3%,42%,4%,-6%,-5%,-12%,0,-1%,?
COc1ccccc1CN1CCC2(CCNCC2)CC1,0%,nt,2%,-9%[60.1 µM],nt,nt,nt,-2%,nt
COc1ccc(-c2ccc(CCC(=O)O)n2-c2ccc(O)cc2)cc1,-10%,42%,1%,-11%,?,-4%,-1,-5%,-13%
Cc1ccc(NCc2nc3ccccc3n2CCOc2ccccc2)cc1,-5%&1%,17%&-17%,21%,-8%&-11%,3%&-3%,-7%&-12%,-4&7,7%&4%,51%&-15%[activator]
COc1ccc(-n2c(-c3cnccn3)n[nH]c2=S)cc1,1%,29%,11%,-4%,-3%[58.9 µM],-12%,0,-1%,-8%
CC(C)CC(CCc1ccccc1)OS(N)(=O)=O (configuration not stated),-4%,3%,-4%,-14%,35%[activator],-16%,0,-1%,?
COc1cc(NC(=O)c2ccc(OCc3c(C)noc3C)c(OC)c2)cc(OC)c1,nt,nt,-4%,10%,-14%,-11%,2,2%,nt
CCn1cc(CN2CCC(n3nccc3NC(=O)c3ccc4c(c3)OCO4)CC2)c(C)n1,-10%,1%,3%,-20%,9%,-1%,-4,-4%,0%
Cc1ccc(C(=O)C(C)OC(=O)C2CCN(c3ccc(C(F)(F)F)cn3)CC2)cc1 (configuration not stated),nt,nt,-22%,-10%,17%,-17%,-2,-3%,nt
C=CCn1c(SCC(=O)NC(N)=O)nnc1-c1cc2c(s1)CCC(CC)C2 (configuration not stated),-2%,-13%,2%,-12%,40%[activator],-9%,0,-1%,-22%
CN(C)c1ccc(-n2cccc2/C=C/[N+](=O)[O-])cc1,-10%,29%,1%,-6%,93%[activator],-18%,7,-13%,?
O=C(Nc1cccc(S(=O)(=O)N2CCCC2)c1)c1ccco1,nt,nt,23%,-18%,-7%,0%,-5,-2%,nt
O=C(O)CCc1ccc(-c2cccs2)n1NC(=O)c1ccc(Cl)cc1,-5%,?,-6%,-30%,?,-13%,-4,2%,-10%
O=C(O)c1cccc(/C=C2/C[C@@H]3[C@@H](/C=C/[C@@H](O)C4CCCCC4)[C@H](O)C[C@@H]3O2)c1,1%,nt,0%,11%[60.1 µM],nt,nt,nt,-7%,-1%
CCc1ccccc1NC(=O)c1nc2nc(C)cc(C(F)F)n2n1,0%,-2%,nt,-2%,17%,-19%,0,-1%,-8%
O=C(c1cc(S(=O)(=O)N2CCOCC2)ccc1F)N1CCN(Cc2ccccc2)CC1,-2%,27%,-2%,0%,32%[activator],-9%,-1,-3%,-16%
Cc1ccc(NC(=O)c2ccc(OC(=O)c3ccco3)cc2)cc1,-3%,0%,4%,-5%,4%,1%,-14,4%,6%
CC(NC(=O)CN1C(=O)COc2ccc(S(=O)(=O)N3CCCCCC3)cc21)c1ccccc1 (configuration not stated),0%,4%,nt,-8%,20%,-15%,-3,-1%,-12%
COc1ccc(CNC(=O)C[C@H]2C(=O)N(Cc3ccccc3)C[C@@H]2Cc2ccccc2)cc1,-1%,2%,33%,-2%&-7%,-6%&3%,3%,2,-1%&-3%,-16%
S=C1SCN(CC2CC2)CN1CC1CC1,-2%,-7%,8%,-5%,19%,-6%,-9,-3%,-15%
O=C(Cc1ccccc1)NCc1n[nH]c(=S)n1-c1ccc(Br)cc1,-6%,0%,3%,-3%,89%[activator],-15%,0,4%,-5%
Cc1ccc(NC(=O)CSc2ccc3c(c2)OCCO3)c(O)c1,-3%,7%,-22%,-16%,-24%,-11%,-5,4%,?
Cc1nn(Cc2ccc(F)cc2)c(C)c1NC(=O)c1cnn2c1NC(c1ccccc1)CC2C(F)(F)F (configuration not stated),-13%,-8%,5%,-5%,-4%[58.9 µM],-1%,-3,-3%,?
COc1ccc(S(=O)(=O)N2CCC(C(=O)NCC3CCCO3)CC2)cc1Cl (configuration not stated),0%,13%,14%,8%,26%,-8%,-4,0%,-12%
CC(=O)c1ccc(NC(=O)N[C@@H](Cc2ccccc2)C(=O)O)cc1,1%,13%,-1%,1%,-13%,-2%,-1,1%,-9%
COc1ccc(C2/C=C\CN(C(=O)Nc3ccccc3)CC(=O)N2Cc2ccc(F)cc2)cc1 (configuration not stated),-4%,2%,1%,-6%,-5%,-12%,-6,-4%,?
COc1ccc(-c2nc(CSCC(=O)NCCc3ccccc3)c(C)o2)cc1,0%,6%,nt,-1%,-6%,-22%,2,-2%,0%
CCOC(=O)N1CCC(NC(=O)c2cc(C(=O)NCC(OC)OC)ccc2CO)CC1,-5%,35%,13%,4%,22%,-6%,-6,-4%,-15%
CCc1cccc(CC)c1NC(=O)c1ccc2c(c1)CCN2S(=O)(=O)c1ccccc1,2%,6%,nt,1%,16%,-15%,-10,-1%,-2%
Nc1nonc1C(=O)N/N=C/c1ccc(-c2ccc(Cl)c(C(=O)O)c2)o1,38%[activator],?,3%,?,22µM*,13µM*,3,2%,-11%
Cc1cc2nc(C3CCCN(C(=S)Nc4ccccc4C)C3)[nH]c2cc1C (configuration not stated),-2%,52%,11%,-8%,?,-13%,-6,-2%,-7%
Cc1ccsc1C1C(C#N)=C(N)Oc2n[nH]c(C)c21 (configuration not stated),-3%,22%,-1%,-7%,86%[activator],-3%,-8,-3%,-3%
CCCCN(CC)C(=O)CSc1nc2c(sc(=S)n2-c2ccc(OCC)cc2)c(=O)[nH]1,-2%,51%[activator],18%,-8%,11%,-17%,-5,-1%,-3%
CCOc1cc(NC(=S)NCCCN2CCOCC2)c(OCC)cc1NC(=O)c1ccccc1C,2%,-3%,-8%,-11%,11%,-26%,-12,-3%,-6%

# Quoted from the listing.
# CCc1cccc(CC)c1NC(=O)c1ccc2c(c1)CCN2S(=O)(=O)c1ccccc1 in POLI inh has 16%
# COc1ccc(C2/C=C\CN(C(=O)Nc3ccccc3)CC(=O)N2Cc2ccc(F)cc2)cc1 (configuration not stated) in Pol beta inh has 2%

# The results go on.
SMILES,BLM helicase inh,Pol beta inh,APE1 inh,Pol kappa inh,POLI inh,Pol eta inh,LDHA block,GRP78 ERSR act,Apoferritin bind
COc1ccc(Br)cc1CN1CCN(C(=O)c2ccc(F)cc2)CC1,-4%,9%,-5%,2%,127%[activator],-3%,-14,-4%,-10%
O=[N+]([O-])c1ccc(N2CCN(c3ccccc3)CC2)nc1,-11%,8%,-1%,0%,42%[activator],-4%,1,1%,3%
Cn1c(N)c(C(=O)Nc2ccccc2)c(=O)[nH]c1=O,nt,nt,nt,3%,9%,-15%,0,3%,nt
Cc1cccc(N(C(=O)c2snc(C(N)=O)c2N)C(C(=O)NCC2CCCO2)c2cccs2)c1 (configuration not stated),-4%,-27%,-4%,-7%,-10%,-7%,-2,0%,-12%
CCOC(=O)CN1C(=O)N[C@@H](c2cccc(F)c2)C(C(C)=O)=C1C,-4%[12.4 µM],nt,-2%[12.4 µM],4%,17%,-10%,-2,-3%,nt
CCOC(=O)C1(C(=O)OCC)NC(=O)CC1CC(C)C (configuration not stated),nt,nt,nt,-3%,74%[activator],-17%,-4,-3%,nt
O=S(=O)(/C=C/c1ccccc1)N1CCN(Cc2ccccc2)CC1,-3%,7%,-4%,-16%,75%[activator],3%,-8,-3%,-18%
CCn1cc(C(=O)NC(C)C2CC3CCC2C3)cn1 (configuration not stated),-1%,10%,1%,-8%,3%,-19%,-11,1%,-26%
